High-throughput results (PubChem BioAssay)
BB579 growth dn = yeast BB579 growth reduction in restrictive medium; S. cerevisiae BB579 growth, OD615, 48 h; inhibition, % at 10 µM; hit rate 0.51% among 140,000;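 active means inhibition above a set limit, 3 SD over the mean compound inhibition, cut at about 44% in these data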; further: inactives centre near -24
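Test system: Saccharomyces cerevisiae DeaD strain BB579, replicative lifespan model yeast | Buffer or medium: Restrictive CSMM-D medium | Doses: One dose, 10 µM compound with 0.25% DMSO | Incubation: 48 h exposure, 30 °C | Detection: Culture absorbance at 615 nm | Control set: Amphotericin B at 10 µg/mL as positive control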
Yeast lifespan up = yeast lifespan extension; S. cerevisiae growth with nicotinamide, OD615; deaD strain in restrictive glucose medium; inhibition of the nicotinamide effect, % at 10 µM; hit rate 0.68% among 130,000; AID 775;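 active means inhibition above a set limit, placed 3 SD over the median of all compounds, cut at about 26% in these data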;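 further: 0% = nicotinamide-treated wells and 100% = cells grown without nicotinamide; some compounds called inactive have numbers as strong as hits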
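Assay system: engineered S. cerevisiae DeaD replicative-lifespan strain, galactose-grown log-phase cells; Buffer or medium: CSMM-D glucose medium, restrictive; Probe or stimulus: nicotinamide 1.5 mM; Compound: single dose 10 µM compound, 0.25% DMSO; Schedule: 4 h preincubation then 48 h treatment at 30 °C; Technique: OD615 measurement.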
NPY-Y2 antag = blocks the human neuropeptide Y Y2 receptor. hit rate 0.99% among 140,000. P49146. NPY-Y2 expressing cells, antagonist mode. inhibition, % at 2.7 µM. AID 793; in the data active means inhibition above about 17%;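 further: 0% = vehicle with agonist challenge and 100% = reference antagonist with challenge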
Target sequence (P49146 whole entry, looked up): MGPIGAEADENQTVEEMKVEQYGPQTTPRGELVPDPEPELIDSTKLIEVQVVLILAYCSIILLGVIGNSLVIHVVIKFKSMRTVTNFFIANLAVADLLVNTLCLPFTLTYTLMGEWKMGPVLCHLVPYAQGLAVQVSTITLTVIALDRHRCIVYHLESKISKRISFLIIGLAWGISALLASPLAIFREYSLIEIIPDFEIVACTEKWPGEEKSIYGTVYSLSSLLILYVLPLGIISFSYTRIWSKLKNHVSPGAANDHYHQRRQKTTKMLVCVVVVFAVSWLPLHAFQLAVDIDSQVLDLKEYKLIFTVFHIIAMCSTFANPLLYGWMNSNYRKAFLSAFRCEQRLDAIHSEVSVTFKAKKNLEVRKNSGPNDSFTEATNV
Phagocyt inh = inhibitors of macrophage phagocytosis. J774A.1 macrophage IgG-bead phagocytosis, imaging. inhibition, % at 5 µM. hit rate 0.07% among 110,000;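 active means inhibition above the mean of the plate negative controls plus 5 SD, cut at about 13% in these data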;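 further: phagocytic index as fraction of beads internalized from green versus red external bead signal; plate controls were DMSO negative control for no effect and cytochalasin-D positive control for full effect; some results beyond the cut were filed as inactive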
bCat KO growth = beta-catenin-lacking colon tumor cell growth suppression; HCT116 beta-catenin knockout viability, CellTiter-Glo, 60 h; active compounds read low; viability, % at 10 µM; hit rate 1.5% among 140,000; AID 818;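 active means viability at or under a set limit, the compound median less 4 SD, cut at about 6% in these data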;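 further: 0% = Hyamine 1622 control at 20 µM and 100% = untreated cell control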
E-sel TNF inh = blocks E-selectin expression induced by TNF alpha | HUVEC TNFa-induced E-selectin immunofluorescence, high content | hit rate 0.71% among 120,000 | AID 1246 | inhibition, % at 2 µM;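 active means inhibition above the batch mean plus 3 SD, and confirmed as a hit on visual image review, cut at about 43% in these data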;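 further: 0% = TNF-stimulated DMSO wells and 100% = unstimulated control wells; not every result past the cut was called active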
MRP1 act = MRP-1 activation; H69AR cells + doxorubicin, viability rescue, CellTiter-Glo; viability increase, % at 10 µM; hit rate 0.61% among 140,000; AID 799;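 active means viability gain under doxorubicin at or above a set limit, the compound median plus 3 SD, cut at about 4.7% in these data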;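 further: MRP-1 overexpressing cells given doxorubicin 25 µM after compound pretreatment; 18-22 h compound pretreatment then 72 h with doxorubicin before readout; 0% = doxorubicin-only wells and 100% = vehicle-treated cells without doxorubicin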
Measles CPE = protection of cells from measles virus; Measles virus-infected cells, CPE protection, absorbance; hit rate 1.5% among 140,000; protection (pct of control), % at 4 µM; in the data active means protection mostly above about 24%, no sharp cut-off; inactive means mostly below about 26%; further: some compounds called inactive have numbers as strong as hits
HCT116 PTEN-null = suppresses growth of cells with PTEN deletion; HCT116 PTEN-null viability, CellTiter-Glo, 60 h; active compounds read low; viability, % at 10 µM; hit rate 1.2% among 140,000; AID 827;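 active means viability at or below a set limit, 4 SD under the median of all tested compounds, cut at about 3.7% in these data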;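 further: PTEN knockout HCT116 line with beta catenin targeted HCT116 as companion control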
GALR2 antag = GALR2 (human) receptor antagonism; O43603; GALR2-expressing cells, antagonist mode; inhibition, % at 4 µM; hit rate 0.39% among 140,000; in the data active means inhibition above about 27%;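 further: cells stimulated with galanin 1-16 at roughly its EC80; 0% = agonist challenge control and 100% = basal control without agonist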
Target sequence (O43603 whole entry, looked up): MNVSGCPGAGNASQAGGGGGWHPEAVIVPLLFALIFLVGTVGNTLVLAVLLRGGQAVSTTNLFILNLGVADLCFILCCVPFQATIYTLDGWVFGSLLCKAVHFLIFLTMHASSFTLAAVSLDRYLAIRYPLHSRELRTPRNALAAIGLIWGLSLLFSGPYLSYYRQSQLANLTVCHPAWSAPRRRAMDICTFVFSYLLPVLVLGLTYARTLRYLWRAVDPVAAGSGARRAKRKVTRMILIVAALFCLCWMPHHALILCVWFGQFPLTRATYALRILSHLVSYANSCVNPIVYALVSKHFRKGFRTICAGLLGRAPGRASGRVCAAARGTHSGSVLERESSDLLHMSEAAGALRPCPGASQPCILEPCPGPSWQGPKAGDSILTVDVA
The depositor's hits bear a star; nt = not tested or not shown; & = joins results of further samples.

SMILES,BB579 growth dn,Yeast lifespan up,NPY-Y2 antag,Phagocyt inh,bCat KO growth,E-sel TNF inh,MRP1 act,Measles CPE,HCT116 PTEN-null,GALR2 antag
CCCN1C(=O)/C(=C/c2ccc(C)s2)NC1=S,-34,nt,2,nt,96,3,-1.2,7,102,-1
Cc1cccc(NC(=O)CN2NS(=O)(=O)c3ccccc3C2=O)c1,-27,-2,3,1,94,5,-0.1,19,95,-1
CC(C)c1ccc(-c2nc(N3CCOCC3)[nH]c(=O)c2C#N)cc1,-51,-16,0,1,92,-27,-3.3,4,93,-10
CC(C)N(Cc1nc(-c2ccccc2)no1)C(=O)COc1ccccc1,-7,-12,6,-1,80,nt,-2.3,17,69,-5
CN(C)Cc1c(O)c(Cl)cc2c3c(c(=O)oc12)CCCC3,-13,30*,1,0,109,-1,0.9,14,108,-21
O=[n+]1c2c(n([O-])c3cc(Cl)ccc31)CCCC2,-10,-6,4,nt,86,-9,-4.4,21,87,7
O=C(CCN1CCN(Cc2ccccc2)CC1)Nc1ccccc1Cl,6,4,1,-2,82,nt,-2.2,6,69,-7
COC(=O)c1cc(CNC(=O)c2cccc(Cl)c2)ccc1OC,7,-6,2,-11,104,nt,0.0,11,97,-16
COc1ccc(-c2nc(CCNC(=O)c3ccco3)cs2)cc1OC,-23,-11,1,-1,89,nt,-4.3,3,81,2
CCc1ccc2nc(NC(=O)c3ccc4c(=O)[nH]c(CN5CCOCC5)nc4c3)sc2c1,-56,-8,-1,1,94,-36,-0.1,6,93,-7
Cc1ccc(CNCc2cccnc2)cc1,-35,-8,1,0,101,9,1.8,14,101&105,6
C=CCN(CC=C)CCOc1ccccc1F,-30,3,3,3,97,nt,-0.7,17,95,3
Cc1ccc(S(=O)(=O)Cn2nnnc2C(c2ccc(F)cc2)N2CCCCC2)cc1 (centres undefined),-41,-16,1,0,83,-41,-1.9,3,72,6
Oc1ccc(C(=S)N2CCCCCC2)cc1,-46,-2,1,nt,75,2,-2.5,18,88,10
CCS(=O)(=O)Nc1c(C(=O)O)[nH]c2ccccc12,-41,-28,-3,-1,89,-49,-4.1,27,87,7
O=C(OCC#CCSc1nnc(-c2ccc(Br)cc2)o1)c1ccco1,-38,5,6,-2,92,20,-1.8,10,90,8
COC(=O)C1=C(N)Oc2cc(C)[nH]c(=O)c2C1c1ccncc1 (centres undefined),-41,-1,3,-1,92,-2,0.1,3,94,-14
CCOC(=O)c1ccccc1NC(=O)CC(C)CC(=O)O (centres undefined),15,2,1,-1,101,nt,1.2,5,106,6
CO/N=C/c1ccc(Sc2ccccc2N)c([N+](=O)[O-])c1,-56,-15,0,0,82,17,-1.0,3,74,6
CCCCOC(=O)N1CCOCCOCCN(C(=O)OCCCC)CCOCCOCC1,-34,-9,0,-1,93,6,-3.8,7,88,2
O=[N+]([O-])c1cccc(-c2nnc(C34CC5CC(CC(C5)C3)C4)o2)c1,-45,4,4,-11,99,nt,-1.8,5,104,4
Cc1ccc(S(=O)(=O)Nc2ccc(N3CCOCC3)cc2)cc1,8,-15,0,-1,70,15,-0.9,4,75,8
c1cncc(CSc2nnc(-c3cccnc3)n2Cc2ccco2)c1,-42,-9,-3,0,104,-2,-1.5,11,93,3
c1ccc(-c2cnnc(SCc3cn4cccnc4n3)n2)cc1,-8,-26,2,1,86,-24,-3.0,14,90,5
CC1=NN(C(=O)c2csc(C)c2C)C(O)(C(F)(F)F)C1 (centres undefined),-4,-1,2,-4,90,nt,-0.4,15,107,1
Cc1ccc(NC(=O)c2cc3c(s2)CCC3)cc1S(=O)(=O)N1CCOCC1,-31,-4,2,-1,90,3,-1.2,20,73,12
CCN(CC)c1ccc(/C=N/n2c(C)cc(C)cc2=O)cc1,-32,-7,0,-1,105,-44,0.6,13,101,6
O=C1C(Cl)=C(NCCCN2CCOCC2)C(=O)N1CCc1ccccc1,-15,-1,0,5,92,1,-4.5,26,87,4
Cc1cc(C(=O)NP(=O)(N2CCOCC2)N2CCOCC2)c(C)n1-c1ccc(Br)cc1,-18,-5,1,-10,92,10,1.3,46*,100,-3
O=C(N/C(=C/c1cccc([N+](=O)[O-])c1)C(=O)N1CCCCCC1)c1cccs1,-26,-1,4,3,78,nt,-2.5,9,85,3
COc1ccccc1Nc1ncnc2c1cnn2-c1cccc(C)c1,-6,-9,4,0,100,17,-1.3,21,104,-2
COc1ccc(N2CCN(C(=O)CCc3ccc(S(=O)(=O)NCC(C)C)cc3)CC2)cc1,-40,nt,-1,nt,64,-12,-1.7,9,76,-9
Cc1ccc(NC(=O)CCSc2nnc3ccccn23)cc1,-1,-17,3,nt,99,4,-4.1,24,94,1
COC(=O)C1=C(CN2CCc3ccccc32)NC(=O)NC1c1cc(C)ccc1C (centres undefined),-28,-22,1,-4,58,-9,-4.3,9,41,-1
CC(NC(=O)c1cccs1)C(c1cccs1)N1CCN(Cc2ccccc2)CC1 (centres undefined),-24,-6,9,nt,83,-2,-2.4,2,84,-4
COC(=O)C1=C(C)N(C)C(=O)NC1c1cc(Cl)cc(Cl)c1OC (centres undefined),-39,-2,8,2,88,-7,-1.1,19,75,3
COc1ccc(NC(=O)NCCN2CCc3ccccc3C2)cc1,-16,nt,5,nt,80,-26,-3.0,16,85,8
CCC(C)(C)NC(=O)C(c1ccco1)N(C(=O)Cn1nnc2ccccc21)c1ccc2c(c1)OCO2 (centres undefined),-9,-3,0,-5,102,0,-0.3,8,96,2
Nc1nnc(SCc2ccccc2Cl)s1,30,-17,5,7,94,-1,0.2,4,81,6
CCCCOC(=O)C(C)c1c(C)[nH]c(=S)[nH]c1=O (centres undefined),-6,-4,7,-3,98,nt,-1.8,10,90,1
COc1ccc(OC)c(NC(=O)C2CC(C)=C(C)CC2C(=O)O)c1 (centres undefined),-1,1,1,0,91,2,-3.6,23,85,1
COc1ccc(CC2(C)OC(c3ccccc3)=NN2C(C)=O)cc1 (centres undefined),8,3,7,4,79,-27,-2.9,5,78,-4
NC(=O)C1(N2CCCCC2)CCN(C(=O)c2ccc(C#CC3(O)CCCCC3)cc2)CC1,-23,-10,1,-2,81,25,-1.3,4,78,0
Cc1ccc(CSc2nnnn2C)cc1,0,-1,6,-2,91,3,-2.8,2,92,-10
CCn1cc(C(=O)NCc2cccc(F)c2)c(=O)c2cc(F)c(N3CCN(C(=O)c4ccco4)CC3)cc21,-43,-11,0,5,44,8,-2.1,7,33,-12
CCC(CC)C(=O)Nc1cc(=O)n(C)c(=O)n1C,-19,16,1,nt,95,19,0.2,7,105,-14
Cc1nc(NS(=O)(=O)c2cccs2)c2c3c(sc2n1)CCC3,6,17,-1,0,93,-12,-0.5,19,104,-10
CC1CCc2cc(F)ccc2N1C(=O)c1ccc2c(c1)OCO2 (centres undefined),-22,9,1,2,87,3,-1.9,10,83,0
CC(C)(C)n1nnnc1CN(Cc1ccc(F)cc1)Cc1ccco1,-60,1,7,-1,77,-9,-1.5,10,76,-2
Cc1n[nH]c(=S)n1/N=C/c1ccccc1,-11,-4,1,-3,88,11,-0.2,5,98,9
CC(=O)Nc1cc(C(F)(F)F)ccc1Oc1cccc(Br)c1,-60,-27,2,-2,87,-18,-3.6,12,77,-6
Cn1c(Cn2cnc([N+](=O)[O-])n2)nnc1SCC(=O)Nc1cccc(Cl)c1,-24,-3,3,-8,95,nt,-0.6,4,88,-16
O=C(Cc1ccccc1)N/N=C/c1ccc(OCC(=O)Nc2ccccc2)cc1,-93,-15,0,0,95,23,-1.1,3,101,-3
COc1cc(-n2c(C)nc3cc(C(=O)N4CCOCC4)ccc32)cc(OC)c1OC,-4,-1,2,-1,99,-5,-0.5,7,99,1
CCCNC(=O)CS(=O)Cc1nc(-c2cccc(OC)c2)oc1C (centres undefined),2,-3,2,-1,86,0,-2.3,15,76,5
Cc1ccccc1-n1c(-c2ccoc2C)n[nH]c1=S,-26,1,2,-4,101,nt,-1.4,9,103,5
Cn1cc([N+](=O)[O-])c(C(=O)Nc2cc(Oc3ccccc3)cc([N+](=O)[O-])c2)n1,-44,5,-3,-8,1.6*,nt,-0.6,2,1.7*,9
Cc1c(NC(=O)c2ccc3c(c2)OCO3)cccc1-c1nc2ccccc2o1,-34,-19,10,-1,80,-9,-0.7,2,76,5
CNS(=O)(=O)c1cccc2nsnc12,-19,-6,-2,-9,102,-50,0.4,5,100,5
C=CCSc1nc2c(c(=O)[nH]c(=O)n2C)n1CC,0,-23,1,nt,105,-2,-3.5,8,112,2

(more compounds)
SMILES,BB579 growth dn,Yeast lifespan up,NPY-Y2 antag,Phagocyt inh,bCat KO growth,E-sel TNF inh,MRP1 act,Measles CPE,HCT116 PTEN-null,GALR2 antag
O=C(N/N=C/c1ccc(Cl)cc1Cl)c1cccc(F)c1,5,-17,5,nt,28,6,0.5,2,32,10
CSc1ccccc1-c1nnc(-c2ccc(Cl)c(Cl)c2)o1,-27,-4,1,1,91,nt,-2.4,9,102,5
COC(=O)c1c(-c2ccc(C)cc2)csc1N,-35,-15,4,0,87,-31,-3.1,2,92,11
COc1ccc(NC(=S)NC(NC(C)=O)C(Cl)(Cl)Cl)c([N+](=O)[O-])c1 (centres undefined),-13,-1,-2,0,93,nt,0.4,36,97,9
CS(=O)(=O)c1ccc(C(=O)OCC(=O)NC23CC4CC(CC(C4)C2)C3)cc1[N+](=O)[O-],1,1,1,-2,85,nt,1.2,12,87,2
O=C(CSc1ccccc1)Nc1cccc(NC(=O)c2ccco2)c1,-42,-4,-2,nt,99,28,-1.7,5,99,2
Cc1ccc(C(C)n2cc(C(=O)NCCN3CCN(C)CC3)nn2)cc1 (centres undefined),-32,-13,1,0,98,71*,-0.7,8,96,10
Cc1cc2oc3c(c(=O)c2cc1C)C(c1ccc(C(C)C)cc1)N(CCCN1CCOCC1)C3=O (centres undefined),6,5,0,nt,91,6,-1.6,2,92,-16
CCOc1ccc(C2C(=O)N(C3CCCCC3)CC(=O)N2CC2CCCO2)cc1OC (centres undefined),-29,-5,5,-2,99,-34,-2.9,21,99,-6
COc1ccc2c(CC(=O)OCC(=O)c3ccc(F)cc3)coc2c1,-14,-4,5,-1,83,2,-0.3,0,91,7
CCOC(=O)c1cnc(SCC(=O)c2ccc3c(c2)OCCO3)nc1N,-30,-7,9,-2,94,-8,-0.9,2,104,8
Cc1cccc(NC(=O)CCC(=O)N/N=C/c2ccco2)c1C,-52,3,3,7,87,20,-1.7,8,97,-9
Cc1[nH]c2ccc(-c3n[nH]c(=S)n3C)cc2c1C,-7,-7,4,-1,106,25,0.0,16,99,7
